Bioassay records (PubChem BioAssay)
RGS8-Gao: RGS8-Galphao binding modulators, primary screen, biochemical, multiplexed bead flow cytometry | Guanine nucleotide-binding protein G(o) subunit alpha (Homo sapiens), P09471 | actives lie on both sides | response (percent of control binding), % at 10 µM | hit rate 0.34% among 220,000 | AID 1423, 2008; in the data active = response below about 60% or above about 140%; inactive = in between;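 note: Galphao activated as the GDP aluminium fluoride complex binding bead-coupled RGS8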
Target sequence (P09471 whole entry, looked up): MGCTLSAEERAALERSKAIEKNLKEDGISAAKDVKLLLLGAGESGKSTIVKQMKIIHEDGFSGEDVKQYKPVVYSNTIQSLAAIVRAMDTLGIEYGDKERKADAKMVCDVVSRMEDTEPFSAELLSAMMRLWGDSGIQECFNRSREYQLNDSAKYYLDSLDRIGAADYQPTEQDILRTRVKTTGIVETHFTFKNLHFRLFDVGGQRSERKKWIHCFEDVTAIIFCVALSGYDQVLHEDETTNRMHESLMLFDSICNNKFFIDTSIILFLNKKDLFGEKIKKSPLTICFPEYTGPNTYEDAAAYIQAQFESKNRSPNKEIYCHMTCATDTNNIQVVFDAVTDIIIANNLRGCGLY
Mcl-1 Bim block: inhibitors of Bim peptide binding to Mcl-1, primary screen, biochemical, bead-based flow cytometry, multiplex; Induced myeloid leukemia cell differentiation protein Mcl-1 (Homo sapiens), Q07820; Bim peptide-Mcl-1 binding; inhibition, % at 10 µM; hit rate 0.1% among 190,000; AID 1009, 2008; in the data active = inhibition above about 40%;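 note: 0% = no compound tracer wells and 100% = peptide blocker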
Target sequence (Q07820 whole entry, looked up): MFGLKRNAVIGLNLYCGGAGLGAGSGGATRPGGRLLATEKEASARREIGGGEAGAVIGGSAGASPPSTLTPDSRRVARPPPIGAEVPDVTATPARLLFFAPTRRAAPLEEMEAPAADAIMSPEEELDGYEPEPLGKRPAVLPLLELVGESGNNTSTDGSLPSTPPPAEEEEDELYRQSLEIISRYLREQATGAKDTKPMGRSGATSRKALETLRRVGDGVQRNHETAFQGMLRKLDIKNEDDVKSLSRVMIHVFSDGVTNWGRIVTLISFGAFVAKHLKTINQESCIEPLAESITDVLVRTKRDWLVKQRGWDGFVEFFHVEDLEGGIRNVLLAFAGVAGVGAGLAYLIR
Rab2 wt GTP: modulators of GTP binding to Rab2A wildtype, primary screen, biochemical, dog, bead-based flow cytometry, multiplex | Ras-related protein Rab-2A (Canis lupus familiaris), P61105 | GST-Rab2 wt beads, Bodipy-GTP binding | GTP binding activity, % at 10 µM | hit rate 0.19% among 190,000 | AID 760, 2007;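 active = GTP binding activity at least 20 points away from 100%, either lowered or raised; inconclusive = signal likely due to the compound's own green fluorescence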;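 note: 0% = beads with excess unlabeled GTP and 100% = no-compound control corrected for plate trend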
Rac1 mut GTP: GTP binding modulators of activated mutant Rac1, primary screen, biochemical, bead-based flow cytometry, multiplex, fluorescent GTP | hit rate 0.11% among 190,000 | AID 764, 2007 | GST-Rac1 activated beads; actives lie on both sides; 100% means binding = to untreated wells | percent activity (GTP binding), % at 10 µM | Ras-related C3 botulinum toxin substrate 1 (Homo sapiens), P63000;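 active = GTP binding at least 20 percentage points away from the 100% baseline, in either direction, so actives lie on both sides; inconclusive = Compound likely fluorescent itself, or too few beads counted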
Mcl1-Noxa inh: Mcl-1/Noxa binding inhibitors, primary screen, biochemical, TR-FRET, 1536-well. TR-FRET Mcl-1/Noxa peptide binding, 2 h. hit rate 1.5% among 220,000. inhibition, % at 21.7 µM;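 active = compounds that cut the protein-peptide binding signal by more than 50% relative to plate controls in a single-dose test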;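 note: His-tagged Mcl-1 with rhodamine Noxa BH3 peptide and terbium anti-His antibody; 0% = Mcl-1 plus Noxa peptide wells and 100% = peptide-only wells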
Rab7 wt GTP bind: modulators of GTP binding to Rab7, primary screen, biochemical, wildtype, multiplex bead flow cytometry | Rab7 GTPase wild type (dog), Bodipy-FL-GTP binding | GST-Rab7 beads, fluorescent GTP binding; actives lie on both sides; untreated = 100%, excess cold GTP = 0% | GTP binding activity (percent of control), % at 10 µM | hit rate 0.055% among 190,000;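 active = fluorescent GTP binding to Rab7 beads changed by at least 20 points from the 100% baseline, either direction, mostly lower; inconclusive = compound itself probably fluorescent, or too few beads counted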;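 note: median green fluorescence of bound Bodipy-FL-GTP per Rab7 bead population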
Pf gametocyte: late stage P. falciparum gametocyte viability inhibitors, primary screen, ATP luminescence, HTS; P. falciparum stage V gametocytes, 24 h; inhibition, % at 10.9 µM; hit rate 0.065% among 150,000; AID 743093, 2013;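 active = inhibition above the mean plus 3 SD of compounds within the control limits, set per campaign, cut at about 38% in these data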;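 note: 0% = DMSO wells and 100% = medium only without gametocytes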
Cdc42 wt: modulators of GTP binding to wildtype Cdc42, primary screen, biochemical, multiplex bead flow cytometry, Bodipy-GTP. hit rate 0.2% among 190,000. percent activity (GTP binding), % at 10 µM. Cell division control protein 42 homolog (Homo sapiens), P60953. AID 761, 2007. GST-Cdc42 beads; actives lie on both sides;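 active = percent activity GTP binding at least 20 points away from the 100% baseline, either down as inhibitor or up as activator; inconclusive = compound flagged as likely green fluorescent from well-wide comparison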;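 note: median bead fluorescence of bound Bodipy-FL-GTP at 100 nM; 0% = excess unlabeled GTP control and 100% = no compound control; below 100% means less GTP binding so inhibitor and above means activator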
Rac1 wt GTP bind: wildtype Rac1 GTP binding modulators, primary screen, biochemical, GST-Rac1 beads, flow cytometry, multiplex; Ras-related C3 botulinum toxin substrate 1 (Homo sapiens), P63000; fluorescent GTP binding; actives lie on both sides; 0 = cold GTP competed, 100 = untreated; GTP binding activity (% of control), % at 10 µM; hit rate 0.27% among 190,000;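 active = GTP binding activity at least 20 points away from the 100% control level, either lower or higher; inconclusive = compound flagged as likely green fluorescent, judged across all proteins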
Mcl1 Bid PPI: Mcl-1/Bid binding inhibitors, primary screen, biochemical, TR-FRET, 1536-well. Induced myeloid leukemia cell differentiation protein Mcl-1 (Homo sapiens), Q07820. TR-FRET Mcl-1/Bid-Dy647 peptide binding. inhibition, % at 21.7 µM. hit rate 0.97% among 220,000. AID 1021, 2008;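 active = compounds that cut the binding signal by more than half at the single screening dose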;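 note: His-tagged Mcl-1 with europium anti-His antibody binding Bid BH3 peptide; 0% = Mcl-1 plus peptide wells and 100% = peptide-only wells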
HRas wt GTP: modulators of GTP binding to HRas wildtype, primary screen, biochemical, bead-based flow cytometry, multiplex. GTPase HRas (Homo sapiens), P01112. GST-Ras wt beads, Bodipy-FL-GTP binding; actives lie on both sides. GTP binding activity, % at 10 µM. hit rate 0.14% among 190,000. AID 759, 2007;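 active = GTP binding activity at least 20% away from the 100% baseline, either lowered as inhibitor or raised as activator; inconclusive = flagged as likely green fluorescent, judged across all proteins in the well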;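 note: 0% = unlabeled GTP competition control and 100% = no-compound control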
Target sequence (P01112 whole entry, looked up): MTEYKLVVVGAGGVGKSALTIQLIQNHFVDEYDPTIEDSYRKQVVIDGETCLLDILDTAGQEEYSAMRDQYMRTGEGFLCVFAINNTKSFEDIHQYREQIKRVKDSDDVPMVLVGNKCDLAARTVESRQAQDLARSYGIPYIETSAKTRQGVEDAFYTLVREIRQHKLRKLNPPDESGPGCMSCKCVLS
The depositor's hits bear a star; ? = inconclusive; / = not tested or not shown.

SMILES	RGS8-Gao	Mcl-1 Bim block	Rab2 wt GTP	Rac1 mut GTP	Mcl1-Noxa inh	Rab7 wt GTP bind	Pf gametocyte	Cdc42 wt	Rac1 wt GTP bind	Mcl1 Bid PPI	HRas wt GTP
COc1cc(SC)ccc1C(=O)NCCc1ccccc1	101	-4	100	101	15	97	-6	102	101	-29	99
CCC(CC)C(=O)NCCN1CCN(C(=O)C(CC)CC)CC1	98	-3	?	?	-9	?	/	?	?	-6	?
COc1ccccc1/C=C(/C(=O)OCC(=O)Nc1ccccc1C(C)C)c1ccccc1	104	-2	96	96	-12	97	-4	95	98	-3	95
CC(C)N=C(Nc1ccccc1)c1cccnc1	98	0	102	99	-27	97	/	105	104	0	103
CCc1c(C)nc2ncnn2c1N1CCCC(C(=O)Nc2ccc(NC(C)=O)cc2)C1 (stereo not given)	100	-4	101	99	3	99	/	101	99	-7	100
Cc1c(NC(=O)Nc2ccccc2)cccc1[N+](=O)[O-]	103	-4	97	98	-3	97	11	97	98	-1	97
COc1ccc(/C(O)=C2/C(=O)C(=O)N(CCCN(C)C)C2c2ccccc2)cc1OC (stereo not given)	98	-3	102	100	-3	99	/	104	104	-20	99
COc1ccc(-n2c(C)nc3sc4c(c3c2=O)CCCC4)cc1	98	-2	95	94	2	94	/	95	97	-26	95
Cc1ccc(CCNC(=O)C2CCC(=O)N2Cc2cccnc2)cc1 (stereo not given)	104	10	103	98	16	98	17	101	104	0	100
c1ccc(-c2nnc(N3CCOCC3)c3ccccc23)cc1	101	-2	95	95	-6	95	-11	97	97	-3	95
NCCCC[C@H](NC(=O)C1CCNCC1)c1nnc([C@@H](N)CO)o1	100	-1	97	96	16	106	/	99	102	20	99
CC1Cc2ccccc2N1C(=O)CNc1ccccc1N1CCCCC1 (stereo not given)	102	0	101	98	8	104	-11	99	98	-38	101
Cc1ccc(OCCN2C(=O)c3ccccc3C2=O)c([N+](=O)[O-])c1	103	-2	99	100	9	101	14	100	99	-27	99
Cc1cc(C(=O)CSc2nc(N)cc(N)n2)c(C)n1-c1cccc(C(F)(F)F)c1	114	-3	94	96	2	94	-2	92	96	-38	96
Cc1ccc(CCc2nnc(SCC(=O)Nc3ccccc3Cl)n2-c2ccccc2)o1	92	-4	99	98	7	105	-7	100	101	-85	99
Cc1ccc(C)c(NC(=O)c2ccc(N(C)S(C)(=O)=O)cc2)c1	102	5	104	103	-2	104	/	106	106	8	103
COc1cccc(OC)c1C(=O)NNC(=O)c1ccc(F)cc1	99	3	99	95	21	103	-2	98	99	-26	98
O=C(CNC(=O)c1ccccc1C(=O)O)c1ccccc1	101	-3	104	99	15	101	8	101	105	1	103
N#Cc1ccc(C(=O)NC2CCCc3ccccc32)cc1 (stereo not given)	132	0	106	100	10	97	18	105	104	-21	100
COC(=O)c1sc(NC(=O)CSc2nncs2)c(C(=O)OC)c1C	96	0	100	99	-8	103	/	105	108	-20	104
Cc1cc(=O)[nH]c(SCC(=O)c2c(N)n(C)c(=O)n(C)c2=O)n1	107	0	99	98	15	95	-16	103	100	-16	98
CCOC(=O)c1cnn(-c2ccccc2)c1NC(=O)c1ccccc1	116	1	100	103	1	99	-3	106	106	5	103
Cc1ccc(CN=c2c([N+](=O)[O-])nn(-c3cccc(Cl)c3)n2O)cc1	99	0	94	91	39	98	-11	89	100	-5	93
O=C(CSc1nnc(-c2ccoc2)o1)N1CCOCC1	104	0	103	99	10	105	9	104	104	14	104
Clc1ccc2nncn2n1	95	0	96	95	0	95	-8	94	96	-15	95

(further entries)
SMILES	RGS8-Gao	Mcl-1 Bim block	Rab2 wt GTP	Rac1 mut GTP	Mcl1-Noxa inh	Rab7 wt GTP bind	Pf gametocyte	Cdc42 wt	Rac1 wt GTP bind	Mcl1 Bid PPI	HRas wt GTP
COc1ccc(CCN(Cc2ccccn2)C(=S)Nc2cccc(SC)c2)cc1OC	100	-4	98	94	9	94	0	96	99	-9	98
CC(=O)Nc1ccccc1C(=O)C(=O)Nc1ccc(C(=O)N2CCOCC2)cc1	99	0	98	96	11	95	/	98	97	-10	97
CCCCNC(=S)NNC(=O)c1ccoc1C	101	3	99	98	-14	101	6	101	101	-83	100
Cn1cnc2cc(OC(=O)c3ccccc3)ccc21	102	-5	95	94	7	94	/	96	96	-9	95
O=C(COc1cccc2ccccc12)N1c2ccccc2CCc2ccccc21	99	-3	100	99	2	97	/	100	102	-9	99
COc1ccc(CN(CC(=O)NCc2ccccc2)C(=O)c2csnn2)cc1	106	-1	97	94	6	102	-10	96	98	-31	98
COc1cc(S(=O)(=O)N(CCc2ccccc2)Cc2cccs2)ccc1-n1cnnn1	101	-2	98	99	1	90	/	100	102	10	100
O=C(CSc1nc2ccccc2[nH]1)N1CCN(C(=O)c2ccco2)CC1	98	-4	101	100	22	105	13	102	103	-3	101
Cc1cc(C)n(CC(O)Cn2c3ccccc3c3ccccc32)c(=O)n1 (stereo not given)	103	2	102	98	-7	99	/	105	102	0	102
CCS(=O)(=O)c1ccc(-c2csc(-c3ccccc3)n2)c(Cl)c1Cl	104	0	97	92	7	97	0	95	95	-8	96
C#CCOCCOCCOCCNc1nc(N2CCN(C(=O)C(Cc3ccc(O)cc3)n3cc(C(N)CC(C)C)nn3)CC2)nc(N2CCN(C(=O)C(Cc3cc4ccccc4[nH]3)n3cc(C(N)C(C)CC)nn3)CC2)n1 (stereo not given)	103	-1	101	103	5	96	/	102	105	23	100
Cc1ccc(C(=O)COC(=O)CNC(=O)Cc2ccccc2)cc1[N+](=O)[O-]	100	0	96	89	-12	97	24	94	96	-26	98
O=C(O)CSc1nnc(Cn2c(=O)sc3ccccc32)n1-c1cccc(Cl)c1	81	0	94	94	3	92	/	96	94	-8	93
CCOC(=O)C1=C(N)OC2=C(C(=O)CCC2)C1c1ccccc1OC (stereo not given)	101	0	94	94	-7	94	/	98	95	-24	95
O=S(=O)(Nc1ccc2cn[nH]c2c1)c1ccc(Cl)s1	99	0	95	91	0	103	9	93	95	-26	94
C=CCN(CC=C)C(=S)Nc1ccc(OC)c(OC)c1	104	1	98	97	3	100	/	94	98	-39	93
Cc1ccc(C)c2nc(SCC(=O)N3CCCc4ccccc43)c(C#N)cc12	98	-5	99	97	-30	100	-11	98	101	-12	100
CCCCN(CCCC)C(=O)CN(C)S(=O)(=O)c1ccc2c(c1)n(C)c(=O)c(=O)n2C	99	3	99	97	-7	97	/	98	103	1	101
O=C(N/N=C1\CC2CC=CC12)c1ccc(O)cc1 (stereo not given)	100	0	94	94	1	98	10	92	95	-25	95
CCSc1ncc(/C=N/Nc2ccccc2)n1C	103	-1	96	94	15	93	20	100	97	7	97
COC(=O)[C@H](C)NC(=O)COc1ccccc1	100	-2	95	94	8	96	-14	96	94	-7	97
C=CCSc1nnc(-c2ccc(Cl)cc2Cl)o1	98	2	99	97	-8	96	/	101	97	2	100
O=C(COc1ccccc1F)NC1CC1	101	0	99	101	15	103	6	101	99	-2	101
CC(=O)O/N=C1\C(=O)N(Cc2ccc(C)cc2)c2ccccc21	58*	12	86	90	17	88	21	84	86	3	81
CC(C(=O)NC1CCCC1)N(Cc1ccc2c(c1)OCO2)C(=O)c1snc(C(N)=O)c1N (stereo not given)	100	-1	97	99	4	96	13	99	97	-24	98
O=C(CNC(=O)c1cccs1)c1ccc(F)cc1	103	-7	101	98	6	98	/	100	101	-4	100
O=C(c1ccc2[nH]c3c(c2c1)CCCC3)N1CCN(c2ccc(F)cc2)CC1	104	12	97	98	31	97	14	98	102	-8	98

Six entries from above, with bars between the fields:
structure | RGS8-Gao | Mcl-1 Bim block | Rab2 wt GTP | Rac1 mut GTP | Mcl1-Noxa inh | Rab7 wt GTP bind | Pf gametocyte | Cdc42 wt | Rac1 wt GTP bind | Mcl1 Bid PPI | HRas wt GTP
CC(=O)O/N=C1\C(=O)N(Cc2ccc(C)cc2)c2ccccc21 | 58* | 12 | 86 | 90 | 17 | 88 | 21 | 84 | 86 | 3 | 81
CCCCN(CCCC)C(=O)CN(C)S(=O)(=O)c1ccc2c(c1)n(C)c(=O)c(=O)n2C | 99 | 3 | 99 | 97 | -7 | 97 | / | 98 | 103 | 1 | 101
O=C(CNC(=O)c1cccs1)c1ccc(F)cc1 | 103 | -7 | 101 | 98 | 6 | 98 | / | 100 | 101 | -4 | 100
O=C(COc1cccc2ccccc12)N1c2ccccc2CCc2ccccc21 | 99 | -3 | 100 | 99 | 2 | 97 | / | 100 | 102 | -9 | 99
O=C(O)CSc1nnc(Cn2c(=O)sc3ccccc32)n1-c1cccc(Cl)c1 | 81 | 0 | 94 | 94 | 3 | 92 | / | 96 | 94 | -8 | 93
COc1ccc(CCN(Cc2ccccn2)C(=S)Nc2cccc(SC)c2)cc1OC | 100 | -4 | 98 | 94 | 9 | 94 | 0 | 96 | 99 | -9 | 98
